Source: PubChem (several laboratories)
SR-BI HDL uptake – blocks mouse SR-BI lipid uptake from DiI-HDL | Q61009 | ldlA[mSR-BI] CHO cells, DiI-HDL uptake fluorescence, 3 h | inhibition, % at 12.5 µM | 0.96% of 320,000 active | AID 488896;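 active means mean replicate inhibition of at least 70% and a set share of replicates each scoring 70 or more; inconclusive means meets just one of the two criteria; inactive means fails both criteria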;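 further: 0% = median of neutral control wells and 100% = median of positive control wells; values of inactives mirror those of a sister screen read the other way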
Target sequence (Q61009 whole entry, looked up): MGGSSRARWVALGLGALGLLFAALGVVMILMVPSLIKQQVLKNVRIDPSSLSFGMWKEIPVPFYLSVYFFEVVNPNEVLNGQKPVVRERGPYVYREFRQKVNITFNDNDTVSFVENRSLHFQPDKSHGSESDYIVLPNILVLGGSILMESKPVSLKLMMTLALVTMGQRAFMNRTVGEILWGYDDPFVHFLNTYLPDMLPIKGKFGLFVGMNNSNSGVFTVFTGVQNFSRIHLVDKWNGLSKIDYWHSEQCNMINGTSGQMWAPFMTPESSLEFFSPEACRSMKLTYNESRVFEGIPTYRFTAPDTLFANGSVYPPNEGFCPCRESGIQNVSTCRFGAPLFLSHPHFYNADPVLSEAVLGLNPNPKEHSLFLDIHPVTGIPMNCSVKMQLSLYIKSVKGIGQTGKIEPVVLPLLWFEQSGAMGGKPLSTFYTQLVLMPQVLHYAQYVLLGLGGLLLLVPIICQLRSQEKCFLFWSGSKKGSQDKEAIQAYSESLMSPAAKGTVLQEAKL
HTR5A ag ctr – activates human HTR5A in OPRM1-OPRD1 agonist counter-screen | HTR5A agonist assay, luminescence, cell-based | 0.61% of 340,000 active | AID 504692 | P47898 | activation, % at 9.3 µM; in the data active means activation mostly above about 9.5%, no sharp cut-off; inactive means mostly below about 7.6%;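 further: 0% = cells with vehicle only and 100% = reference agonist; strong numbers were not always called active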
cardiac RTF act – cardiac RTF calcium sensitization. P19429+P45379. IANBD-labeled TnC RTF fluorescence at EC20 calcium; 0% EC20 calcium, 100% full calcium. activation, % at 7.2 µM. 0.24% of 340,000 active;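 active means activation above the mean over all tested compounds plus 3 SD, cut at about 30% in these data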;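 further: rise in fluorescence read as greater calcium sensitivity of cardiac thin filaments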
SR-BI DiI-HDL act – enhances SR-BI lipid uptake from DiI-HDL; CHO ldlA[mSR-BI] cells, DiI-HDL uptake fluorescence, 3 h; 100 = double the neutral-control signal; activation, % at 12.5 µM; 0.096% of 320,000 active; AID 504775;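 active means mean replicate activation of at least 60% and every replicate at or above 60%; inconclusive means mean or all-replicate condition met, but not both; inactive means mean below 60% and not all replicates reaching 60%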;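 further: 0% = median plate neutral-control signal and 100% = twice that signal; values of inactives mirror those of a sister screen read the other way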
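Material: SR-BI-overexpressing, LDLR-lacking CHO cells; schedule: compound exposure 3 h, 37 °C; reagent: DiI-labelled HDL at 10 µg/mL final; technique: bottom-read fluorescence, 550/595 nm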
PvdQ inh – blocks Pseudomonas aeruginosa PvdQ acylase activity; 0.063% of 340,000 active; AID 488965; inhibition, % at 10 µM; purified PvdQ acylase, fluorescence plate reader; in the data active means inhibition above about 30%, passing the limit was not always enough; inconclusive means no clear call, values can overlap the other calls;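 further: 0% = vehicle neutral wells and 100% = reference inhibitor wells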
Rtt109 Vps75 – C. albicans Rtt109 histone acetyltransferase inhibition | inhibition, % at 34.9 µM | AID 540336 | 0.16% of 330,000 active | purified Rtt109/Vps75, ThioGlo CoA-SH fluorescence, 4 h | Q5AAJ8;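 active means inhibition of at least 50% in every replicate; inconclusive means best replicate reaches 50% inhibition but some replicates fall short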
Target sequence (Q5AAJ8 whole entry, looked up): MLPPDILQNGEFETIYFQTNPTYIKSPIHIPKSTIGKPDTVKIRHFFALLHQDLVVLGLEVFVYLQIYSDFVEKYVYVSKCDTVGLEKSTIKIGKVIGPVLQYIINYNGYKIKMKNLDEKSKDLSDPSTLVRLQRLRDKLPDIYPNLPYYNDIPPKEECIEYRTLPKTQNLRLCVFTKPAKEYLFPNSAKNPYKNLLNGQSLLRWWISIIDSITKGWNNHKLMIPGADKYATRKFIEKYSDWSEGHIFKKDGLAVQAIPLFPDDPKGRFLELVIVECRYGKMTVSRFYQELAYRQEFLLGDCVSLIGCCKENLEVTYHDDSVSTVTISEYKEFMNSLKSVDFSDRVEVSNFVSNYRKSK
dFosB activator – activators of mouse delta FosB homodimer | P13346 | purified delta FosB, TAMRA-CDK5 oligo fluorescence polarization; percent of positive-control signal above neutral wells | activation, % at 25 µM | 0.99% of 340,000 active | AID 493131;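 active means mean activation above about 17%, with every replicate also reaching it, limit read from the data, passing the limit was not always enough; inconclusive means only one of the two conditions met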;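 further: fluorescence polarization rise as delta FosB binds a TAMRA Cdk5 AP-1 oligo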
CDK5 p35 inh – blocks human CDK5/p35 kinase activity | Q00535+Q15078 | Recombinant CDK5/p35, ADP-Glo luminescence, 60 min | inhibition, % at 10 µM | 0.01% of 330,000 active | AID 488839;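 active means highest replicate inhibition of at least 50% and at least 75% of replicates reaching 50%; inconclusive means only one of the two criteria met; inactive means both criteria failed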;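 further: plate controls were DMSO neutral control for no effect and GW8510 at 10 µM for full effect; many of its hits are not listed in these tables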
MITF TRPM1 HTS – activators of MITF-driven TRPM1 promoter activity in SK-MEL-5 cells | SK-MEL-5 TRPM1-promoter luciferase, 24 h; % of positive control, neutral wells = 0 | activation, % at 12.5 µM | 0.75% of 300,000 active;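 active means mean activation of at least 80% with every replicate also reaching 80%; inconclusive means mean reaches 80% but some replicate falls short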;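 further: 0% = neutral control wells and 100% = parthenolide positive control wells; values of inactives mirror those of a sister screen read the other way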
Wnt bcat act – activators of Wnt/beta-catenin signaling | Wnt/beta-catenin reporter cell assay, activator, plate reader | activation, % at 9.35 µM | 1.2% of 300,000 active; in the data active means activation above about 30%, passing the limit was not always enough; inconclusive means no clear call, values can overlap the other calls;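 further: 0% = neutral control wells and 100% = positive control wells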
* hit, by the source's call; ? = inconclusive; nt = not tested or not shown.

SMILES | SR-BI HDL uptake | HTR5A ag ctr | cardiac RTF act | SR-BI DiI-HDL act | PvdQ inh | Rtt109 Vps75 | dFosB activator | CDK5 p35 inh | MITF TRPM1 HTS | Wnt bcat act
CCCCSc1n[nH]c(N)n1 | -17 | -5 | -7 | 17 | -8 | -10 | -1 | 0.6 | -5 | 5
O=C(CSC1=NCCS1)NCc1ccco1 | -13 | 4 | 1 | 13 | -11 | -1 | 3 | 1.5 | 1 | nt
C(=C\c1ccccc1)/CNn1cnnc1 | -14 | 1 | 2 | 14 | -8 | -6 | -3 | 1.0 | 1 | nt
CCn1cc(/C=N\NC(=O)Cc2ccc(Cl)cc2)cn1 | -20 | -3 | -3 | 20 | 4 | 6 | 5 | 1.2 | -9 | -1
NC(=O)c1cc(C(=O)c2ccccc2Cl)c[nH]1 | -13 | 0 | 1 | 13 | -3 | -1 | 1 | 4.0 | 1 | -6
Cc1ccc(C(=O)CSc2nc(C)cc(=O)[nH]2)cc1 | nt | -5 | -3 | nt | -6 | 0 | 2 | -0.8 | nt | nt
O=C(NCCCn1ccnc1)c1cc2ccccc2oc1=O | -29 | 4 | 5 | 29 | -6 | -8 | -5 | -1.8 | 16 | nt
CSc1ncccc1C(=O)OCc1ccccc1Cl | -7 | 4 | 7 | 7 | 4 | -7 | -4 | 2.0 | 52 | 1
O=C(O)C1CSC2c3ccccc3C(=O)N12 (stereo not drawn) | -37 | 4 | 3 | 37 | -18 | -10 | -2 | -4.4 | -9 | 1
Cc1ccc(S(=O)(=O)NCc2nc3ccccc3[nH]2)cc1 | -26 | 6 | -1 | 26 | 1 | -4 | 2 | -0.5 | nt | 14
Cc1sc2c(c1C)C(=O)/C(=C\Nc1ccccn1)S(=O)(=O)N2C | 29 | 1 | -1 | -29 | 6 | 5 | -10 | 4.5 | nt | -2
CC(C)CNS(=O)(=O)c1ccc(CCC(=O)O)cc1 | -4 | 0 | -10 | 4 | 5 | -2 | 2 | -1.9 | 8 | nt
O=C(CN(c1ccccc1Cl)S(=O)(=O)c1ccccc1)N/N=C/c1ccccc1C(=O)O | -21 | -3 | 8 | 21 | 3 | 6 | -2 | -1.4 | 8 | -2
O=C(CCSCc1ccccc1F)NCc1ccc(F)cc1 | 10 | -1 | 2 | -10 | -20 | -3 | -2 | 0.9 | -1 | -2
Cc1nc(SCC(=O)N2CCC(Cc3ccccc3)CC2)[nH]c(=O)c1C | -11 | -5 | 1 | 11 | -12 | -1 | -10 | 0.3 | -4 | -3
CC(C)=CCC/C(C)=C/C(N)=O | -4 | 5 | 10 | 4 | -18 | 1 | -5 | 0.6 | -7 | 0
CS(=O)(=O)N1CCN(c2cnn(-c3ccccc3)c(=O)c2Cl)CC1 | nt | 4 | 2 | nt | -12 | -3 | -8 | 0.4 | 15 | 2
Cc1cc(C(=O)CCl)c(C)n1CCc1ccc(Cl)cc1 | 28 | 17* | -3 | -28 | 7 | -2 | -6 | 0.7 | -75 | -2
CCOc1ccc(/C=N/NC(=O)c2nnn(-c3nonc3N)c2COc2ccc(F)cc2)cc1 | 48 | -1 | 1 | -48 | -1 | 0 | 40* | 0.9 | 2 | -12
COc1ccc2nc(NC(=S)NC(=O)c3ccco3)sc2c1 | -50 | 1 | -4 | 50 | -7 | nt | 6 | -1.3 | 73 | 22
O=C(Nc1cccnc1)c1cc2nc(C3CC3)cc(C(F)(F)F)n2n1 | 17 | -1 | -6 | -17 | -3 | -2 | -13 | 0.6 | nt | 1
CCCCCN(C(=O)NC(=O)Nc1ccc(C)cc1C)S(C)(=O)=O | -24 | 2 | 8 | 24 | -9 | -12 | -8 | 1.3 | -16 | -1
CCC(C(=O)NC1CCCC1)N(C(=O)Cn1nnc(-c2ccc(C)o2)n1)c1ccc(OC)cc1 (stereo not drawn) | -4 | 2 | -7 | 4 | -3 | 4 | -15 | -0.1 | -13 | -4
COc1cccc(CNC(=O)CN2CCC(c3nc4ccc(C)cc4[nH]3)CC2)c1 | 11 | 0 | 2 | -11 | 1 | -12 | 0 | -2.0 | 3 | 0
C/C(=N\OCC(=O)Nc1ccccc1Br)c1cccs1 | 12 | 2 | -2 | -12 | -14 | 1 | 2 | 1.2 | 8 | 13
CCN1C(=O)[C@H]2[C@@H](c3ccc(-c4cc(C(C)=O)cs4)cc3)N[C@@](Cc3ccccc3)(C(=O)OC)[C@H]2C1=O | -8 | 1 | 1 | 8 | -1 | 0 | -2 | -0.6 | 0 | 0
CCC(C(=O)NC1CCCC1)N(Cc1ccco1)C(=O)Cn1nnc(-c2ccc(C)cc2)n1 (stereo not drawn) | 27 | -3 | -3 | -27 | -13 | -6 | -9 | -2.2 | -7 | nt
CC1=CC(C)C2C(=O)N(c3ccccc3)C(=O)C2C1 (stereo not drawn) | 5 | 10 | 3 | -5 | -3 | 19 | -3 | -1.8 | 4 | 1
CC(C)C(=O)Nc1nc2c(ncn2C2CC(O)C(CO)O2)c(=O)[nH]1 (stereo not drawn) | -22 | -3 | 13 | 22 | 8 | 5 | -3 | 2.4 | -10 | -3
CCCCn1c(N)c(N(CC)C(=O)c2ccccc2F)c(=O)[nH]c1=O | -8 | 5 | -5 | 8 | -19 | -2 | 8 | 1.2 | 1 | -2
O=C(Nc1nc(-c2cc(Cl)sc2Cl)cs1)c1ccccc1 | 59 | 4 | -2 | -59 | -12 | -3 | 4 | -1.9 | nt | 26
Cc1sc2nc(CSCC(=O)Nc3c(Cl)cccc3Cl)[nH]c(=O)c2c1C | 2 | 2 | 8 | -2 | -11 | -5 | 32* | -3.9 | -11 | -5
CC(=O)Nc1cccc(NC(=O)CSc2nnnn2Cc2ccccc2)c1 | -14 | 1 | -2 | 14 | -5 | -23 | -6 | -1.3 | -7 | -1
Cc1nc2sccn2c(=O)c1S(=O)(=O)Nc1ccc(N2CCN(C(=O)C(C)C)CC2)cc1 | nt | 0 | 7 | nt | 11 | 5 | -1 | 0.1 | -10 | -1
O=C(Nc1ccccc1OC(=O)c1ccccc1)c1ccccc1 | -17 | 4 | 23 | 17 | -20 | 5 | -6 | -4.9 | -17 | 2
CCOC(=O)C1=C(C)Nc2nc3ccccc3n2C1c1cccs1 (stereo not drawn) | -16 | 0 | 6 | 16 | 3 | 4 | 4 | -0.1 | -6 | 11
O=C(Cc1ccccc1)Nc1cccc(N2C(=O)C=CC2=O)c1 | -33 | 1 | 9 | 33 | -10 | -18 | -7 | 3.4 | -7 | -6
Clc1ccc(Nc2ncn[nH]2)cc1 | -4 | 1 | 1 | 4 | -6 | -2 | -7 | 2.9 | 3 | 0
CC(=O)c1cc2c(cc1NC(=O)C1CN(C(C)=O)c3ccccc3O1)OCO2 (stereo not drawn) | 23 | 6 | -3 | -23 | -14 | 0 | -12 | -0.5 | -3 | 3
Fc1cccc(Cl)c1CSc1nnc(COc2cccc3cccnc23)o1 | 2 | 5 | -2 | -2 | -17 | nt | -9 | -2.8 | 18 | -3
Cc1cc(O)c(-c2cc(C(=O)NCCc3ccc(S(N)(=O)=O)cc3)[nH]n2)cc1C | nt | 3 | -3 | nt | -2 | 13 | 8 | -0.8 | -1 | -3
NC(=O)CSc1nnc(-c2ccc3c(c2)OCO3)o1 | -5 | nt | nt | 5 | -5 | -1 | -6 | 0.9 | 16 | 8
COc1ccc(C2=NOC(COc3ccc4c(C)cc(=O)oc4c3)C2)c(OC)c1 (stereo not drawn) | 21 | nt | nt | -21 | 14 | 4 | nt | nt | nt | -8
CC(C)(C)c1ccc(Oc2ccc(N)cc2)cc1 | -14 | 2 | -1 | 14 | -12 | -3 | -1 | -1.2 | -91 | -12
CSc1nnc(N2C(=O)C(O)=C(C(=O)c3ccco3)C2c2ccccc2F)s1 (stereo not drawn) | -16 | -4 | 10 | 16 | 7 | ? | -1 | -0.2 | -1 | 3
CCCCC(=O)Nc1ccc(C(=O)NNC(=O)c2ccco2)cc1 | 44 | 0 | -9 | -44 | 3 | 3 | -3 | 0.4 | -1 | nt
Cc1ccc(C)c(S(=O)(=O)N2CCN(C(=O)c3ccnn3C)CC2)c1 | -19 | -4 | -1 | 19 | -16 | 5 | -6 | 0.0 | 6 | -2
CN(CC(=O)Nc1ccccc1N1CCOCC1)S(=O)(=O)c1ccc(Cl)cc1 | 6 | 3 | 2 | -6 | -20 | -9 | -2 | 1.3 | 16 | 0
CCOC(=O)n1c(=O)n(Cc2ccccc2C)c2ccccc21 | 3 | -1 | 2 | -3 | 0 | 7 | -11 | -1.2 | -5 | -9
CC(Sc1nc2ccccc2c(=O)[nH]1)C(=O)O (stereo not drawn) | 17 | -1 | -9 | -17 | -8 | 4 | 0 | -0.6 | 4 | nt
CCOC(=O)c1c(N)nn(C(=O)CC)c1-c1ccccc1 | 7 | -3 | 5 | -7 | -13 | 10 | -12 | 0.6 | nt | 1
COCCN(CCOc1cc(C)cc(C)c1)Cc1ccc(Cl)cc1 | 8 | 2 | 0 | -8 | 1 | -4 | -2 | 0.2 | 3 | -2
O=C(CSCC(=O)N1CCOCC1)Nc1nc(-c2ccccc2)cs1 | nt | 1 | 3 | nt | 5 | 30 | -7 | 1.0 | 15 | 11
COc1ccccc1C(=O)COC(=O)c1ccc(-n2cnnn2)cc1 | 56 | 0 | -5 | -56 | -3 | 0 | -3 | -1.0 | 25 | -2
O=C(Nc1ccc2c(c1)OCCO2)c1c[nH]c(=O)n(-c2ccc(F)c(Cl)c2)c1=O | -34 | 4 | 1 | 34 | 0 | -3 | -11 | -0.6 | -4 | 1
O=c1sc(N2CCN(c3ccccc3F)CC2)nc2ccsc12 | 28 | 1 | 1 | -28 | -10 | 7 | -3 | -3.1 | nt | 54*
Cc1ccc(C(=O)NN=CC(=O)c2ccccc2)c(C)c1 | -8 | -3 | 1 | 8 | 11 | -3 | 2 | 1.3 | 61 | 34*
CC(=O)Nc1ccc(S(=O)(=O)NCC2CCC(C(=O)N3CCCCC3)CC2)cc1 (stereo not drawn) | -12 | -5 | -6 | 12 | -5 | 11 | 7 | 1.6 | -14 | -1
Cc1csc(SCC(=O)N(C)CC(=O)Nc2ccccc2Cl)n1 | -17 | 1 | 5 | 17 | -15 | 5 | -4 | 0.2 | -4 | -1
CSc1snnc1-c1ccccc1 | -1 | -4 | 3 | 1 | -4 | 7 | 0 | -0.9 | 10 | -2
O=C(NNC(=S)NCC1CCCO1)c1ccc(S(=O)(=O)N2CCOCC2)cc1 (stereo not drawn) | -6 | -4 | 7 | 6 | -8 | 11 | -4 | 1.7 | -9 | 0
CC1CCN(c2nc3ccc(C(=O)N4CCN(Cc5ccccc5)CC4)cc3s2)CC1 | 13 | 6 | -4 | -13 | -6 | 24 | -5 | -0.6 | 10 | 3

The order is random; any-hit rate near 4.4%.
